Bioassay records (PubChem)
ssDAF-12 act – activators of S. stercoralis DAF-12 nuclear receptor; HEK293 ssDAF-12/GRIP1 lit1-tk-luc reporter, luminescence; % of 3 µM dafachronic acid response; activation, % at 6.8 µM; hit rate 1% among 370,000; AID 652126;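 active = activation above the mean over all tested compounds plus 3 SD, cut at about 0.9% in these data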;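 note: 0% = DMSO-only wells and 100% = 3 µM delta7-dafachronic acid wells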
DAX1 inh-1 – NR0B1 (DAX1) inhibition; P51843; HEK293 Gal4-DAX1 luciferase reporter, luminescence; inhibition, % at 6.75 µM; hit rate 0.99% among 340,000; AID 504766;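 active = inhibition above the mean over all tested compounds plus 3 SD, cut at about 4.2% in these data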;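 note: 0% = DAX1-transfected cells with DMSO and 100% = empty-vector control cells with DMSO; inhibition shows as a rise in luminescence from relieved DAX1 repression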
PLC-beta3 inh – blocks human PLC-beta3 enzyme activity. Q01970. Purified PLC-beta3, fluorogenic substrate, fluorescence. inhibition, % at 12.2 µM. hit rate 0.18% among 370,000. AID 720704; in the data active = inhibition above about 11%;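 note: 0% = median of compound wells on plate and 100% = full blocker control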
Target sequence (Q01970 whole entry, looked up): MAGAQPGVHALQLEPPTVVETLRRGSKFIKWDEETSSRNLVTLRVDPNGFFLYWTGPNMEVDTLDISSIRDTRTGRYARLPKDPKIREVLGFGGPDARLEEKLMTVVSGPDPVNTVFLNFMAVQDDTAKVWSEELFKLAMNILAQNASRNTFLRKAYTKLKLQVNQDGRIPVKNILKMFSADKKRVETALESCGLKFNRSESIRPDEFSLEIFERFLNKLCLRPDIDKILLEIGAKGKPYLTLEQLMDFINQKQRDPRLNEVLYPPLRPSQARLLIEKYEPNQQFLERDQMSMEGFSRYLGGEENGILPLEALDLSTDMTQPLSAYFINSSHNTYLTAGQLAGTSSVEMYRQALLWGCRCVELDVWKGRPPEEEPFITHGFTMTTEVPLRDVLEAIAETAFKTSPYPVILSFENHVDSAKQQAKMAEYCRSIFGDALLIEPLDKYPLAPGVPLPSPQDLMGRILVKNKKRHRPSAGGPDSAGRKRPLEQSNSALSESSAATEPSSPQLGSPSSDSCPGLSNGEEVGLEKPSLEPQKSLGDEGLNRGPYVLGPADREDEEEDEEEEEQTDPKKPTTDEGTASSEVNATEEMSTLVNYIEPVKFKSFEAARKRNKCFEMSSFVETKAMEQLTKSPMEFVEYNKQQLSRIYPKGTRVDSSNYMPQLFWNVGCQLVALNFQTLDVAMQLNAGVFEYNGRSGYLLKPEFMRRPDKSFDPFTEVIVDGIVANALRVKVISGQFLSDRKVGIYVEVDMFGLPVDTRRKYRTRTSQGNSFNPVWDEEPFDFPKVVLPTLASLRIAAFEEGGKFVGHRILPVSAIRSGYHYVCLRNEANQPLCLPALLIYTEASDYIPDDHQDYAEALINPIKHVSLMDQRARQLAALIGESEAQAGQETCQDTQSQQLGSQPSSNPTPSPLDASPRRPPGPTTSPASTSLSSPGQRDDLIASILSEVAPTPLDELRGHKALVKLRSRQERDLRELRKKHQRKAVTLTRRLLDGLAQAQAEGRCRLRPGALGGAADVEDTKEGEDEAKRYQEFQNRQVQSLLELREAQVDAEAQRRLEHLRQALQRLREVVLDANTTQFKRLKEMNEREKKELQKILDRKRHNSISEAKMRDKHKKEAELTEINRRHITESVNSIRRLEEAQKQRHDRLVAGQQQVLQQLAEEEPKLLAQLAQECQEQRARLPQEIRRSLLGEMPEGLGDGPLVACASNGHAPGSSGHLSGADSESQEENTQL
hcDAF-12 act – H. contortus DAF-12 activation, primary screen | activation, % at 6.8 µM | AID 652067 | HEK293 hcDAF-12 lit1-tk-luc reporter, luminescence; 0% DMSO, 100% Δ7-dafachronic acid | hit rate 1.4% among 370,000;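 active = activation above the mean of all tested compounds plus 3 SD, cut at about 5.5% in these data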;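 note: 100% = response to 3 µM Δ7-dafachronic acid high control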
ADAM17 inh – inhibitors of human ADAM17. recombinant ADAM17, EDANS/DABCYL FRET peptide cleavage. AID 720648. hit rate 0.83% among 370,000. inhibition, % at 6.95 µM. P78536;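 active = inhibition above the mean of compounds lying between control limits plus 3 SD, set per campaign, cut at about 8.5% in these data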;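 note: 0% = DMSO-only wells as the low control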
hgDAF-12 ag – hgDAF-12 agonism, primary luciferase screen; AID 687014; HEK293 GAL4-hgDAF12 UAS-luciferase reporter, agonist luminescence; normalized to butyrate control; activation, % at 6.8 µM; hit rate 1.8% among 370,000;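 active = activation above a cutoff set at the mean of all screened compounds plus 3 SD, cut at about 10% in these data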;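 note: 0% = DMSO wells and 100% = sodium butyrate wells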
PLC-gamma1 inh – PLC-gamma1 (human) inhibition, primary screen. purified PLC-gamma1, fluorogenic substrate, fluorescence. hit rate 0.84% among 370,000. inhibition, % at 12.2 µM. AID 720700; in the data active = inhibition above about 9.5%
DAX1 inh-2 – DAX1 (NR0B1) inhibition, primary screen | HEK293T StAR-luciferase reporter, SF-1/DAX-1 repression relief | inhibition, % at 6.8 µM | hit rate 1.1% among 370,000 | AID 652010;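 active = inhibition above the mean over all tested compounds plus 3 SD, cut at about 3.6% in these data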;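 note: 0% = DAX-1 cells with DMSO and 100% = cells lacking DAX-1 with DMSO; higher inhibition means more luminescence from relief of DAX-1 repression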
SMARCA2 act – increases SMARCA2 function in MMTV reporter cells | MG213 cells, MMTV-luciferase reporter, dexamethasone, overnight | activation, % at 9.1 µM | hit rate 1% among 370,000 | AID 652017; in the data active = activation above about 7.8%;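 note: 0% = vehicle wells and 100% = reference activator wells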
NR1D1 modulator – Rev-erb alpha (human) modulation; Rev-erbα–FITC-DNA binding, fluorescence polarization, 90 min; P20393; activity, % at 10 µM; hit rate 0.79% among 370,000;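 active = activity above about 14%, limit read from the data; passing the limit was not always enough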;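 note: 0% = DMSO wells with 35 nM protein and 100% = DMSO wells with 750 nM protein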
MBD2 inh – blocks human MBD2 binding to methylated DNA; Q9UBB5; TR-FRET, MBD2 binding to methylated oligonucleotide; inhibition, % at 4.4 µM; hit rate 0.31% among 370,000; AID 686964; in the data active = inhibition above about 13%
Numbers without * were called inactive; nt = no result given.

SMILES | ssDAF-12 act | DAX1 inh-1 | PLC-beta3 inh | hcDAF-12 act | ADAM17 inh | hgDAF-12 ag | PLC-gamma1 inh | DAX1 inh-2 | SMARCA2 act | NR1D1 modulator | MBD2 inh
COCCNc1cc(C)nc2ccccc12 | -0.6 | 0.1 | -6 | 1.2 | -4 | 0.8 | 0 | -0.1 | -1 | -1 | 0
COc1cccc(NC(=O)CCCCCn2nnc3ccccc3c2=O)c1 | -1.4 | -0.2 | 0 | -0.9 | -6 | -0.8 | 1 | -0.4 | -2 | 5 | 3
CC(=O)c1c(C)[nH]c(C(=O)OCC(=O)N2CCc3ccccc3C2)c1C | -1.4 | -1.7 | -8 | -2.9 | -2 | -1.6 | -1 | -1.6 | -1 | 11 | 3
[O-][n+]1c2c(nn1-c1ccccc1)/C(=N/O)CCC2 | -0.8 | 0.0 | -1 | -0.7 | -3 | -0.1 | 2 | -0.8 | 0 | 1 | 3
CCOC(=O)Cc1cc(=O)n2[nH]c(C)c(C#N)c2n1 | -1.5 | -0.3 | -5 | -0.3 | -3 | 0.6 | -9 | 0.2 | -3 | -4 | 4
CC(=O)Nc1cncc(-c2ccccc2N(C)C)n1 | -1.1 | nt | -52 | 0.7 | -5 | 0.6 | -37 | 0.7 | -5 | 7 | 8
CN(Cc1ccc(Cl)c(Cl)c1)C(=O)C1CSC2(C)CCC(=O)N12 (stereo not drawn) | -1.8 | 0.7 | -6 | -0.4 | -4 | 0.1 | -1 | -1.2 | -2 | 2 | 0
O=C(CN1C(=O)c2ccccc2C1=O)OCc1nc2ccsc2c(=O)[nH]1 | -0.8 | 3.7 | -2 | 0.0 | 0 | 0.1 | -1 | 1.6 | 0 | 0 | -2
FC(F)(F)c1cc(CCN2CCNC[C@@H]2CC2CCCCC2)cc(C(F)(F)F)c1 | -1.4 | 0.8 | 6 | -1.1 | 1 | -1.0 | 7 | -0.2 | -1 | -1 | -1
CCCOc1ccc(-c2c(C(=O)N/N=C/c3ccco3)nnn2-c2nonc2N)cc1 | -1.3 | -0.1 | -9 | -1.9 | 1 | -1.9 | -4 | -0.6 | -4 | 3 | -1
CCOc1ccccc1NC(=O)COc1ccc2ccc(=O)oc2c1 | -0.9 | -1.4 | -5 | 2.7 | -2 | 0.0 | -3 | 0.2 | -3 | 1 | 5
O=C(O)c1cccc2c1-c1c(cccc1[N+](=O)[O-])C2 | -0.4 | -0.1 | -9 | -0.2 | -3 | 3.1 | -5 | -0.5 | 0 | 0 | 5
Cc1ccc(N=Nc2ccc(O)cc2)c(Br)c1 | 0.6 | 2.4 | -2 | 5.5 | 5 | 15* | 6 | 2.9 | 6 | 6 | -3
CCCCC(=O)Nc1cc(NC(=O)CCCC)cc(C(=O)O)c1 | -1.6 | 0.4 | 6 | -0.8 | 6 | 0.5 | 15* | 0.0 | -3 | 2 | -1
CCn1c(SCC(=O)N2CCC(C(N)=O)(N3CCCCC3)CC2)nc2ccccc2c1=O | -0.8 | -0.8 | 2 | -0.6 | -3 | -0.9 | -2 | 0.0 | -1 | 3 | -5
COc1ccc(N2CCCC2=N)c(OC)c1 | -0.5 | 2.5 | -4 | -2.8 | -3 | -1.6 | 1 | -0.1 | -3 | -4 | -1
COc1ccc(CC(=O)NNC(=O)c2cccnc2)cc1OC | -1.3 | 0.0 | -1 | -1.6 | -8 | -1.3 | -1 | -0.4 | -5 | -3 | 0
Cc1ccc(OCC(=O)Nc2ccc(N3CCN(S(C)(=O)=O)CC3)cc2)c(C)c1 | -2.2 | 0.2 | -8 | -1.7 | -4 | -3.4 | 3 | 0.4 | 0 | -1 | 2
CCOC(=O)c1ccc(N2C(=O)CC(N3CCC(O)(c4ccc(Cl)cc4)CC3)C2=O)cc1 (stereo not drawn) | -1.2 | -0.9 | 3 | 0.6 | 0 | 3.1 | 6 | -0.1 | 4 | 6 | -3
COc1ccc(Cl)cc1NC(=O)c1cccc(S(=O)(=O)Nc2c(C)n(C)n(-c3ccccc3)c2=O)c1 | -0.4 | nt | -2 | -1.9 | 2 | -1.6 | 2 | -2.5 | -2 | 3 | -4
CC(=O)NC(Cc1ccc(C)cc1)C(=O)NC1CCN(C(=O)c2cnccn2)CC1 (stereo not drawn) | -1.1 | 1.4 | -2 | -1.8 | 0 | -0.6 | 1 | -0.6 | -3 | 1 | 1
C=CCn1c(C(C)NC(=O)c2ccc(C)cc2)n[nH]c1=S (stereo not drawn) | -1.1 | -0.9 | 1 | 0.6 | -2 | 2.4 | -1 | -0.2 | -1 | -3 | -3
NS(=O)(=O)c1ccc(CCNC(=O)CNC(=O)COc2ccccc2)cc1 | -1.0 | -1.4 | -4 | 0.9 | 3 | -1.8 | 3 | 0.1 | -1 | 4 | -3
Cc1cc2nc(-c3ccco3)c(Cc3cccc(F)c3)n2c(C)c1Br | -0.4 | nt | -29 | 0.1 | -3 | -2.3 | -6 | 1.4 | 4 | -21 | 5
COc1cccc(NC(=O)CN2C(=O)NC(C)(CC(C)C)C2=O)c1 (stereo not drawn) | -1.2 | -0.8 | -5 | -0.3 | -5 | 2.3 | 0 | 0.1 | -2 | 4 | -2
CCOC(=O)c1cc(C#N)c(N)nc1C | -0.9 | -0.2 | -10 | -0.8 | -13 | -1.0 | -9 | 0.7 | -2 | -1 | 3
Cc1c(C#N)c2ccccc2n1CC(=O)O | 0.5 | 1.4 | 0 | 5.3 | -1 | 3.5 | 1 | -0.1 | 1 | -2 | -3
CCCn1nnc2ccccc2c1=O | -1.1 | 0.3 | 1 | -1.0 | -4 | 1.2 | 2 | -0.1 | -1 | -1 | 3
NNC(=O)CCn1c2ccccc2c2ccccc21 | -1.1 | 0.0 | 2 | 0.1 | 3 | -1.6 | -1 | 0.6 | -2 | 0 | 2
Cc1ccc(S(=O)(=O)N2[C@@H](c3ccc(Br)cc3)C(C(=O)O)=CC[C@H]2c2ccc3c(c2)OCO3)cc1 | -1.2 | 0.5 | -4 | -0.8 | -4 | -3.7 | 1 | -0.8 | 0 | 2 | 1

5 entries already listed, sorted by number of heavy atoms, largest number first:
SMILES | ssDAF-12 act | DAX1 inh-1 | PLC-beta3 inh | hcDAF-12 act | ADAM17 inh | hgDAF-12 ag | PLC-gamma1 inh | DAX1 inh-2 | SMARCA2 act | NR1D1 modulator | MBD2 inh
CC(=O)NC(Cc1ccc(C)cc1)C(=O)NC1CCN(C(=O)c2cnccn2)CC1 (stereo not drawn) | -1.1 | 1.4 | -2 | -1.8 | 0 | -0.6 | 1 | -0.6 | -3 | 1 | 1
Cc1ccc(OCC(=O)Nc2ccc(N3CCN(S(C)(=O)=O)CC3)cc2)c(C)c1 | -2.2 | 0.2 | -8 | -1.7 | -4 | -3.4 | 3 | 0.4 | 0 | -1 | 2
COc1cccc(NC(=O)CN2C(=O)NC(C)(CC(C)C)C2=O)c1 (stereo not drawn) | -1.2 | -0.8 | -5 | -0.3 | -5 | 2.3 | 0 | 0.1 | -2 | 4 | -2
COc1ccc(N2CCCC2=N)c(OC)c1 | -0.5 | 2.5 | -4 | -2.8 | -3 | -1.6 | 1 | -0.1 | -3 | -4 | -1
CCOC(=O)c1cc(C#N)c(N)nc1C | -0.9 | -0.2 | -10 | -0.8 | -13 | -1.0 | -9 | 0.7 | -2 | -1 | 3

The list goes on.
SMILES | ssDAF-12 act | DAX1 inh-1 | PLC-beta3 inh | hcDAF-12 act | ADAM17 inh | hgDAF-12 ag | PLC-gamma1 inh | DAX1 inh-2 | SMARCA2 act | NR1D1 modulator | MBD2 inh
Cc1csc(=O)n1CC(=O)Nc1ccc(C(C)C)cc1 | -0.7 | 0.8 | -2 | 2.0 | 1 | 9.0 | -1 | 3.3 | 8.0* | 6 | -3
CC(=O)Nc1ccc(S(=O)(=O)NCc2ccncc2)cc1 | -1.6 | -0.3 | -5 | -1.9 | -4 | -0.8 | 0 | -1.1 | -2 | 0 | 7
Cc1ccc(NC(=O)N2CCC(c3ccccc3)C2)cc1C (stereo not drawn) | 0.4 | 5.8* | -4 | 2.7 | 3 | 15* | 2 | 3.6* | 6 | 1 | -2
O=C(Cn1nnc(-c2ccccc2)n1)Nc1cccc(S(=O)(=O)N2CCOCC2)c1 | -0.6 | -1.8 | -4 | -2.2 | 2 | 0.2 | 3 | 0.2 | -1 | 3 | 4
COc1cccc(C(=O)Nc2ccc3c(c2)C(=O)N(CCC(=O)O)C3=O)c1 | -1.1 | -1.9 | -12 | 0.3 | -6 | -0.1 | -9 | 0.7 | -2 | -6 | -2
Cn1nnnc1SCc1csc(Nc2ccccc2)n1 | -0.6 | 2.0 | -1 | 0.4 | -5 | 8.2 | -2 | 0.5 | 2 | 5 | -2
CCOC(=O)/C(C#N)=C/Nc1ccccc1NS(=O)(=O)c1ccc2c(c1)OCCO2 | -1.1 | 0.8 | -15 | -1.8 | -7 | -0.6 | -4 | -1.9 | -2 | -8 | -5
CCOc1ccc(N(CC(=O)NCC2CCCO2)S(=O)(=O)c2ccc(Cl)cc2)cc1 (stereo not drawn) | -1.8 | -1.9 | 1 | -0.7 | 3 | 0.4 | 5 | 0.0 | 0 | -6 | 1
NNC(=O)[C@H](Cc1ccccc1)NC(=O)NCCc1ccccc1 | -1.1 | 0.5 | -3 | 0.9 | 0 | 1.9 | 1 | -0.3 | -2 | 1 | 1
CCOC(=O)CCCCC(=O)c1[nH]c(=O)[nH]c1CSc1nc2ccccc2[nH]1 | -1.4 | 3.1 | -2 | -0.9 | -2 | -1.8 | -3 | 0.1 | 0 | -5 | -2
O=C(/C=C/c1ccc([N+](=O)[O-])cc1)OCC(=O)N1CCOCC1 | -1.1 | -0.6 | -2 | 0.2 | -1 | -1.8 | -3 | -0.3 | -3 | 3 | 2
Cc1cc(S(=O)(=O)N(Cc2ccc(C(C)(C)C)cc2)Cc2cccs2)ccc1-n1cnnn1 | -2.0 | 0.1 | 2 | -1.7 | 0 | -2.5 | 3 | -0.4 | -4 | 3 | 2
CCCC(C(=O)Nc1ccc(S(=O)(=O)Nc2nccs2)cc1)c1ccccc1 (stereo not drawn) | -0.7 | -0.1 | -8 | 2.7 | 7 | 0.7 | 3 | 2.9 | 1 | -1 | 6

Entries listed above marked active in DAX1 inh-2.
SMILES	ssDAF-12 act	DAX1 inh-1	PLC-beta3 inh	hcDAF-12 act	ADAM17 inh	PLC-gamma1 inh	DAX1 inh-2	SMARCA2 act	NR1D1 modulator	MBD2 inh
Cc1ccc(NC(=O)N2CCC(c3ccccc3)C2)cc1C (stereo not drawn)	0.4	5.8*	-4	2.7	3	2	3.6*	6	1	-2
